Assay outcomes as filed in PubChem.
CHOP UPR activ – apoptotic UPR (CHOP) activation; AID 449763; activation, % at 10 µM; CHO-CHOP luciferase reporter, luminescence; percent of tunicamycin response over DMSO baseline; actives 0.34% (n = 330,000);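 active means at 10 µM dose, activation of 40% or more, normalized to positive control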;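 further: 100% = tunicamycin at 10 µg/mL and 0% = DMSO alone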
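assay system = CHO CHOP reporter cells | amount = 500 CHO-CHOP cells per well | buffer or medium = F12 with 10% FBS | incubation = 16-18 h cell attachment, then 6 h compound exposure, 37 °C | detection = luminescence read with Steady-Glo | read-out = percent activation relative to tunicamycin control | controls = tunicamycin high control, DMSO low control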
tim10-1 inh – inhibits growth of tim10-1 mutant yeast. S. cerevisiae tim10-1 ts strain growth, BacTiter-Glo, 24 h. inhibition, % at 20 µM. actives 2.2% (n = 330,000). AID 463190;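 active means inhibition of at least 40%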;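 further: mutant grown at 25 °C; 0% = DMSO wells with yeast and 100% = wells holding no yeast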
tim23-1 inh – inhibits growth of tim23-1 mutant yeast; S. cerevisiae tim23-1 growth, BacTiter-Glo luminescence, 24 h; inhibition, % at 20 µM; actives 1.3% (n = 330,000);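 active means growth inhibition of the mutant yeast at or above 50%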;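 further: temperature-sensitive mutant grown at 25 °C; plate controls were DMSO-treated mutant yeast for no effect and medium wells lacking yeast for full effect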
APJ ag – activates the human apelin receptor APJ; P35414; CHO-K1 APJ PathHunter beta-arrestin, luminescence; 0% DMSO wells, 100% apelin; activation, % at 20 µM; actives 0.11% (n = 330,000); AID 2520;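 active means activation more than six SD over the plate average, tested at 20 µM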;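 further: 0% = DMSO alone and 100% = apelin-13 at 10 nM; some results filed as inactive read as strong as hits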
Target sequence (P35414 whole entry, looked up): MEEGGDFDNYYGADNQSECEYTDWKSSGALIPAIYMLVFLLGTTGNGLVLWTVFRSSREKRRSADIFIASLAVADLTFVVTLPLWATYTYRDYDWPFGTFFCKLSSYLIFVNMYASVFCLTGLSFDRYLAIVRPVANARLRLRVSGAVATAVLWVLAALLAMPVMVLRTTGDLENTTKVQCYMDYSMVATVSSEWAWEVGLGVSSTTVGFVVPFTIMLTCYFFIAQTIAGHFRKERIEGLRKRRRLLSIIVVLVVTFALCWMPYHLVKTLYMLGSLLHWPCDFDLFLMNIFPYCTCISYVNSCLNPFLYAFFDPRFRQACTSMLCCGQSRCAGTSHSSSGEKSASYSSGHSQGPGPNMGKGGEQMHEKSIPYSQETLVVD
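Test system: CHO-K1 APJ beta-arrestin complementation cell line | Compound: Single test compound dose, 20 µM final, 1% DMSO | Incubation: Compound 90 min 25 °C, reagent 1 h | Measured by: beta-gal luminescence | Read-out basis: APJ–arrestin association signal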
Mdm2-MdmX inh – human Mdm2/MdmX binding inhibition; O15151+Q00987; SaOS-2 split-luciferase Mdm2/MdmX complementation, luminescence; inhibition, % at 8 µM; actives 3% (n = 330,000);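 active means inhibition of at least 50% at 8 µM in the primary screen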
APJ antag – blocks the human apelin receptor APJ. inhibition, % at 20 µM. actives 0.32% (n = 330,000). CHO-K1 APJ beta-arrestin complementation, luminescence;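 active means inhibition above about 40% at 20 µM, limit read from the data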;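 further: cells challenged with 10 nM apelin-13 agonist together with compound; plate controls were apelin-13 plus DMSO wells for no effect and DMSO wells lacking apelin-13 for full effect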
TIM10 inh – TIM10 yeast growth inhibition. S. cerevisiae TIM10 strain growth, BacTiter-Glo luminescence, 24 h. inhibition, % at 10 µM. actives 1.4% (n = 330,000). AID 463195;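 active means inhibition of 40% or more at the single tested concentration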;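 further: wild-type TIM10 isogenic control strain grown at permissive 25 °C; 0% = DMSO yeast wells and 100% = minimal medium wells without yeast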
CXCR6 block – blocks human CXCR6 beta-arrestin recruitment; O00574; CHO-K1 PathHunter CXCR6 beta-arrestin, luminescence; inhibition, % at 20 µM; actives 0.36% (n = 360,000); AID 602244; in the data active means inhibition above about 34%, passing the limit was not always enough;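 further: antagonist mode with CXCL16 agonist at 10 nM final; 0% = 10 nM CXCL16 with DMSO and 100% = unstimulated wells without agonist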
Target sequence (O00574 whole entry, looked up): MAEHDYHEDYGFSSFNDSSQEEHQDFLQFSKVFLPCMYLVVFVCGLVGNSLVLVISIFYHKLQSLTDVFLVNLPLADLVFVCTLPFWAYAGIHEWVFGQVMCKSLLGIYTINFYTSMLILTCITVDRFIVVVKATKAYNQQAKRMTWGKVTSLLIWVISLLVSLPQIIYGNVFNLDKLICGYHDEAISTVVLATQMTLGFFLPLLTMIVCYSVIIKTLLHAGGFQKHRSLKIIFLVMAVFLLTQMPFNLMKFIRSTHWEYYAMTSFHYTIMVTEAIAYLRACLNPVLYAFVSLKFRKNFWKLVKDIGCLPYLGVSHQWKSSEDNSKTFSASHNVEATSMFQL
XBP1 UPR activ – adaptive UPR (XBP1) activation. activation, % at 20 µM. CHO-XBP1 luciferase reporter, IRE1-XBP1 UPR activation, luminescence; percent of tunicamycin response, DMSO as zero. AID 463104. actives 0.33% (n = 330,000);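 active means versus positive control, 20 µM dose yields 30% or more activation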;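 further: 100% = tunicamycin at 10 µg/mL and 0% = DMSO only wells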
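Material – CHO cell line with stable XBP1 luciferase reporter · Buffer or medium – F12 plus 10% FBS · Compound – single point, 20 µM final compound, 1% DMSO · Schedule – 16-18 h cell attachment at 37 °C, then 6 h compound exposure · Signal – Steady-Glo luminescence read · Benchmarks – high control tunicamycin 10 µg/mL final, low control DMSO vehicle only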
Starred values were filed as active, the others as inactive. This is a subset, so the mix of outcomes need not match the whole.

Results follow in this order: CHOP UPR activ	tim10-1 inh	tim23-1 inh	APJ ag	Mdm2-MdmX inh	APJ antag	TIM10 inh	CXCR6 block	XBP1 UPR activ
- Nc1nc(N2CCOCC2)nc(N(c2ccccc2)c2ccccc2)n1
 : 0.8	20	5	-3	-15	4	9	19	-3
- COC(=O)CSc1ncc(OC)c(OC)n1
 : -0.1	-3	-2	-2	-5	-1	-12	-6	-2
- O=C(NCC1CCCO1)c1ccc(F)c2ccccc12 (configuration not stated)
 : 3.4	7	12	-2	3	-8	2	5	6
- O=C(NCc1ccc2c(c1)OCO2)c1ccccn1
 : 2.3	14	5	-2	18	-2	-2	-7	1
- c1cncc(CSc2ccc(-c3cccnc3)nn2)c1
 : 2.3	12	7	-2	1	-9	4	2	-2
- CCc1ccc2[nH]c(=O)c(C(c3nnnn3CCOC)N3CCN(c4ccccc4F)CC3)cc2c1 (configuration not stated)
 : -0.8	-8	-9	-2	12	16	-2	-3	-2
- CCS(CC)=NS(=O)(=O)c1ccc(NC(C)=O)cc1
 : -3.2	2	6	1	13	14	7	3	2
- CSc1nsc(SC)c1C(=O)NC(=O)Nc1cccnc1
 : 1.0	-17	12	2	-14	-5	-20	-16	-3
- Cc1cccc(C(=O)OC(C)C(=O)Nc2ccc(S(=O)(=O)N3CCCC3)cc2)c1O (configuration not stated)
 : -2.3	29	14	4	12	8	15	-4	-4
- Cc1nnc(SCC(=O)NC(C)(C)C)n1NCc1ccc(N(C)C)cc1
 : 2.9	4	8	-4	31	15	-12	-2	-5
- O=C(CO/N=C/c1ccc(Cl)cc1Cl)NNC(=O)c1ccc(Cl)cc1Cl
 : -0.1	14	19	0	19	19	-11	8	-2
- COCCn1c(=NC(=O)CSCC(=O)NC2CCCCC2)sc2cc(OC)ccc21
 : -0.8	36	36	-3	-22	18	38	8	1
- COc1cccc(CNC(=O)CSC(=S)N2CCCC2)c1
 : 0.0	12	3	-2	-14	12	8	2	2
- COc1ccc(C2(NC(C)=O)CCN(C(=O)CCC(=O)O)CC2)cc1
 : -0.1	10	1	2	4	-11	-8	-1	0
- COc1cccc(CNC(=O)C2Cc3ccccc3CN2C(C)=O)c1 (configuration not stated)
 : -1.0	10	5	-5	23	13	-10	-12	-3
- CCCC(C(=O)Nc1ccc2c(C)cc(=O)oc2c1)c1ccccc1 (configuration not stated)
 : 2.6	7	16	-2	31	-20	8	13	4
- COc1ccccc1NC(=O)Cn1ccn(-c2cccc3ccccc23)c(=O)c1=O
 : -0.6	7	-2	-1	34	12	1	5	-4
- CCN(CC)C(=O)Cn1cc(C(=O)C(=O)NCc2cccnc2)c2ccccc21
 : -1.0	-7	-2	3	-2	11	9	-2	-3
- COc1ccc(C(=O)c2ccc(N3CCN(C4CC(=O)NC4=O)CC3)cc2)cc1F (configuration not stated)
 : -0.8	9	14	-6	13	3	-7	8	-1
- Cc1ccc(C2(c3ccccc3)NC(=O)N(CC(=O)NCc3ccccc3)C2=O)cc1C (configuration not stated)
 : 0.3	12	15	6	23	-3	7	4	-1
- Cc1cnc(C(=O)OCC(=O)c2ccc(F)cc2)cn1
 : 0.3	10	14	4	-3	-1	10	5	-5
- COC(=O)c1sc(N)c(C(=O)OC)c1COC(=O)C1CC(=O)N(Cc2ccco2)C1 (configuration not stated)
 : -1.9	14	5	-3	14	7	10	1	-1
- CCCn1c(SCC(=O)NC2CCCCC2)nnc1-c1ccccn1
 : -2.1	-11	7	-2	22	0	-22	4	0
- CCN(CC(=O)Nc1ccc2c(c1)CCC2)Cc1nc2ccccc2c(=O)[nH]1
 : -1.6	18	12	-3	14	12	-2	10	3
- CCN1CCN(C(=O)c2cc3nc(-c4ccccc4)cc(C(F)(F)F)n3n2)CC1
 : -2.5	-6	4	2	15	7	-3	-2	0
- O=C(c1nn2c(C(F)(F)F)cc(-c3ccccc3)nc2c1Cl)N1CCOCC1
 : 0.5	16	17	-2	10	-13	-2	-5	0
- COc1ccc(S(=O)(=O)NNC(=O)C23CC4CC(CC(C4)C2)C3)cc1[N+](=O)[O-]
 : -0.9	9	-4	-2	16	17	0	6	-2
- CN1C(=O)C(=O)/C(=C(/O)c2ccccc2)C1c1ccccc1 (configuration not stated)
 : 4.3	-9	5	-3	-11	15	-12	-4	-1
- Cc1nc2cc(NC(=O)c3ccc(Br)s3)ccc2s1
 : 3.5	-23	24	0	-230	-5	24	-4	-5
- COCCNCC(=O)NC12CC3CC(CC(C3)C1)C2
 : 1.1	21	3	5	-17	-3	3	-4	3

Carrying on:
Abbreviations – A = CHOP UPR activ; B = tim10-1 inh; C = tim23-1 inh; D = APJ ag; E = Mdm2-MdmX inh; F = APJ antag; G = TIM10 inh; H = CXCR6 block; I = XBP1 UPR activ
Cc1cc(C)c(CN2CCC(CO)(CCOc3ccccc3)CC2)cc1C
  A: -0.3	B: 13	C: -5	D: 0	E: 2	F: 6	G: -11	H: 1	I: -3

COc1ccc(S(=O)(=O)NCc2cccnc2)cc1OC
  A: 0.6	B: 6	C: 9	D: -1	E: 8	F: 16	G: -7	H: 4	I: 0

COc1cc(NC(=O)C2CC(c3c(F)cccc3Cl)=NO2)c(OC)cc1Cl (configuration not stated)
  A: -0.4	B: 12	C: 26	D: -2	E: 1	F: -14	G: -4	H: 0	I: -5

O=C(Nc1ccccc1)C1CC2CCC1C2 (configuration not stated)
  A: 2.0	B: -6	C: 21	D: 0	E: -1	F: -12	G: 6	H: 0	I: -3

O=[N+]([O-])c1ccc(N2CCCCC2)cc1
  A: 1.9	B: 7	C: 11	D: -4	E: -3	F: 0	G: -5	H: 9	I: 0

O=C(NCc1ccc(OC(F)(F)F)cc1)C1CC(c2ccc(C(F)(F)F)cc2)=NO1 (configuration not stated)
  A: 3.7	B: 2	C: 15	D: 7	E: 38	F: -59	G: -10	H: -4	I: -2

COCCCNC(=O)C(Cc1ccccc1)NS(=O)(=O)c1ccc2c(c1)c(=O)n(C)c(=O)n2C (configuration not stated)
  A: -1.7	B: -1	C: 0	D: -1	E: -15	F: -2	G: 4	H: 2	I: 7

COc1ccc(OC)c(CNC(=O)CCNC(=O)Cn2ccc3ccccc3c2=O)c1
  A: -2.0	B: 0	C: 16	D: 6	E: -21	F: -9	G: 3	H: -2	I: -2

COC(=O)c1ccc(NS(=O)(=O)c2ccc(Cl)cc2)o1
  A: -1.8	B: 4	C: 10	D: -3	E: 12	F: 2	G: 13	H: -1	I: -1

COC1=CC(=O)CC(C)C12Oc1cc(OC)cc(OC)c1C2=O (configuration not stated)
  A: -1.2	B: 3	C: 12	D: -4	E: 0	F: -2	G: 6	H: -12	I: -3

Part of the list above in order of SMILES length, low to high:
Abbreviations – A = CHOP UPR activ; B = tim10-1 inh; C = tim23-1 inh; D = APJ ag; E = Mdm2-MdmX inh; F = APJ antag; G = TIM10 inh; H = CXCR6 block; I = XBP1 UPR activ
O=[N+]([O-])c1ccc(N2CCCCC2)cc1
  A: 1.9	B: 7	C: 11	D: -4	E: -3	F: 0	G: -5	H: 9	I: 0

COc1ccc(S(=O)(=O)NCc2cccnc2)cc1OC
  A: 0.6	B: 6	C: 9	D: -1	E: 8	F: 16	G: -7	H: 4	I: 0

COC(=O)c1ccc(NS(=O)(=O)c2ccc(Cl)cc2)o1
  A: -1.8	B: 4	C: 10	D: -3	E: 12	F: 2	G: 13	H: -1	I: -1

COC1=CC(=O)CC(C)C12Oc1cc(OC)cc(OC)c1C2=O (configuration not stated)
  A: -1.2	B: 3	C: 12	D: -4	E: 0	F: -2	G: 6	H: -12	I: -3

Copied from the list.
Under tim23-1 inh, O=[N+]([O-])c1ccc(N2CCCCC2)cc1 has the entry 11
Under TIM10 inh, COCCCNC(=O)C(Cc1ccccc1)NS(=O)(=O)c1ccc2c(c1)c(=O)n(C)c(=O)n2C (configuration not stated) has the entry 4

The results go on.
Abbreviations – A = CHOP UPR activ; B = tim10-1 inh; C = tim23-1 inh; D = APJ ag; E = Mdm2-MdmX inh; F = APJ antag; G = TIM10 inh; H = CXCR6 block; I = XBP1 UPR activ
CCC(C)(C)n1nnnc1C(c1cc2ccc(OC)cc2[nH]c1=O)N1CCc2ccccc2C1 (configuration not stated)
  A: 1.7	B: 34	C: 29	D: 2	E: 10	F: -5	G: 19	H: 4	I: 3

O=c1c2c(nc(NCCO)n1CC1CCCCC1)-c1ccccc1CC21CCCC1
  A: -1.2	B: 55*	C: 43	D: -4	E: 41	F: 11	G: 52*	H: 3	I: 2

COc1cc(C(NC(C)=O)NC(C)=O)ccc1OCc1ccccc1
  A: -1.6	B: 6	C: -7	D: -2	E: 7	F: 6	G: 4	H: 8	I: 0

O=C(COC(=O)c1ccc(S(=O)(=O)NCc2ccco2)cc1)NCC1CCCCC1
  A: 0.3	B: 22	C: 6	D: -4	E: 11	F: 7	G: 7	H: -4	I: 0

COCCNC(=O)c1ccc2c(Cl)c3c(nc2c1)CCC3
  A: 2.5	B: 21	C: 21	D: 0	E: -26	F: 8	G: -3	H: -9	I: -4

O=C(NC(=S)N1CCCC1)c1ccccc1Cl
  A: 1.7	B: 13	C: 11	D: 1	E: 24	F: 6	G: 7	H: 1	I: 0

Cc1ccc(SCc2nc3ccccc3[nH]2)cc1
  A: 4.0	B: 26	C: 14	D: -2	E: -69	F: 19	G: 7	H: -10	I: 0

Cn1c(=O)oc2cc(S(=O)(=O)N3CCc4ccccc4C3)ccc21
  A: 4.0	B: 5	C: 7	D: -2	E: -4	F: 10	G: 1	H: -3	I: 1

COc1ccc(-c2sc3ccc(OC)cc3c2-c2ccc(OC)c(F)c2)cc1
  A: 0.5	B: -7	C: 5	D: -4	E: 3	F: 3	G: -8	H: 3	I: 0

COc1ccc(CC(=O)O/N=C(\N)c2ccccn2)cc1
  A: 6.3	B: 11	C: 5	D: -4	E: -2	F: 9	G: 12	H: 4	I: 0

Entries of single compounds from above. Order of screens: CHOP UPR activ	tim10-1 inh	tim23-1 inh	APJ ag	Mdm2-MdmX inh	APJ antag	TIM10 inh	CXCR6 block	XBP1 UPR activ
CCS(CC)=NS(=O)(=O)c1ccc(NC(C)=O)cc1 is listed as -3.2	2	6	1	13	14	7	3	2
Cc1ccc(C2(c3ccccc3)NC(=O)N(CC(=O)NCc3ccccc3)C2=O)cc1C (configuration not stated) is listed as 0.3	12	15	6	23	-3	7	4	-1
